# Compound activity deposited in PubChem BioAssay by National Center for Advancing Translational Sciences (NCATS).
# Vif-APOBEC3G blk = Vif-A3G binding inhibition; Q9HC16; HeLa A3G-eYFP + Vif (tagged APOBEC3G with the HIV-1 protein that degrades it), YFP fluorescence, overnight; Potency, µM (series often up to 46.1 µM), without a hit: at the highest dose activity, negative = active, most hits filed as inhibitors; 0.076% of 410,000 active;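 also: potency is read from the fitted curve at half-maximal effect; % is scaled to controls: 0 for no effect and ±100 for the full control effect; nearly all actives have a fitted effect of over 60% in size; hits raise eYFP signal because A3G escapes Vif-driven loss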
# Target sequence (Q9HC16 whole entry, looked up): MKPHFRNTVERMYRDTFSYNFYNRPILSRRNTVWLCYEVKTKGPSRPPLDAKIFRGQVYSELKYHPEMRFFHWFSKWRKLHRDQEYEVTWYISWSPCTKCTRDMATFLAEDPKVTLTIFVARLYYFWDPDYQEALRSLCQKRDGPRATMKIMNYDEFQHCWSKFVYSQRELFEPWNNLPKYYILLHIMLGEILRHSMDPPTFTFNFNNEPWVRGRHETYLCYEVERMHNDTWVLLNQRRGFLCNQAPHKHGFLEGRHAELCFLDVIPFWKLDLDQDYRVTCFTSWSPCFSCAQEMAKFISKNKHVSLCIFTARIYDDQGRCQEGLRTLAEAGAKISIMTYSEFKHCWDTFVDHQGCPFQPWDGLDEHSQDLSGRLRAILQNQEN
#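 Read-out is eYFP fluorescence (Ex 488/Em 500-530) from Vif-expressing HeLa A3G-eYFP cells; more signal means A3G escaped Vif-mediated degradation. Cells plated overnight, compound pinned in, incubated overnight at 37 deg C.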
# TrxR1 inh = rat TrxR1 inhibition | O89049 | recombinant rTrxR1, NADPH fluorescence consumption, selenite substrate | Potency, µM (titrated, usually from 114 µM), for the others: at the highest dose activity change, negative = inhibition, hits mostly inhibitors | 1% of 390,000 active | AID 588453; also: potency is read from the fitted curve at half-maximal effect; % is scaled to controls: 0 for no effect and ±100 for the full control effect; nearly all actives have a fitted effect of over 65% in size
# Target sequence (O89049 whole entry, looked up): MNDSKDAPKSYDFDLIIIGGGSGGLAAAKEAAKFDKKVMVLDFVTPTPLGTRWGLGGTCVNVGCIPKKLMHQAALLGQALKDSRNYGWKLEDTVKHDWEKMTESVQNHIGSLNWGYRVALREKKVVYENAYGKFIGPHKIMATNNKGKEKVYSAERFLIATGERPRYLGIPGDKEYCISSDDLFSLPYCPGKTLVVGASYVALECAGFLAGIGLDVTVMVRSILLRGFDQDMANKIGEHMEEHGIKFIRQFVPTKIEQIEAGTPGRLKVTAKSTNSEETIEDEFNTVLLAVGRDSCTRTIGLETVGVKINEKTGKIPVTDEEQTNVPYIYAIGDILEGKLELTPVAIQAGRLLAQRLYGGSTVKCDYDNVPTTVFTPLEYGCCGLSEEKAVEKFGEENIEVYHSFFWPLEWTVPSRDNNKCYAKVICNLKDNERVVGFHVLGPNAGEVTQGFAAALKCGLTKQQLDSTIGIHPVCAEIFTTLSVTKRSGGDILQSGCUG
#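 Rat TrxR1 (90 nM in the dispensed reagent) was pre-reduced with 400 uM NADPH for 5 min at room temperature, then incubated with compound for 15 min. After 400 uM selenite was added, NADPH fluorescence (Ex 340/Em 450 nm) was followed for 8 min.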
# LDHA block = blocks human lactate dehydrogenase A; P00338; purified LDHA, NADH/diaphorase-resazurin fluorescence; stronger effect = lower value; activity change, % (values are at about 110 or 230 µM); 0.15% of 480,000 active; AID 1347041; in the data active = activity change below about -30%; inconclusive = mostly about -25% to -30%;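 also: plate controls were DMSO wells for no effect and wells without enzyme for full effect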
#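 Human LDH5 (2 nM) was incubated with 0.06 mM NADH and 0.2 mM pyruvate for 5 min at room temperature in Tris pH 7.4. Remaining NADH was coupled through diaphorase/resazurin, and resorufin fluorescence was read at 0 and 20 min.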
# mIDH1 inhibitor = human IDH1 R132H inhibition | 0.093% of 390,000 active | AID 602179 | IDH1-R132H enzyme, NADPH consumption, diaphorase/resazurin fluorescence | O75874 | Potency, µM (series often up to 76.6 µM), without a hit: at the highest dose activity change, negative = inhibition, most hits filed as inhibitors; also: potency is read from the fitted curve at half-maximal effect; % is scaled to controls: 0 for no effect and ±100 for the full control effect; nearly all actives have a fitted effect of over 65% in size
#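 IDH1-R132H (0.5 ug/mL dispensed) in pH 7.5 Tris buffer was preincubated 30 min with compound, then given a substrate mix of 0.016 mM NADPH and 2 mM alpha-KG for 80 min at room temperature; remaining NADPH was read by diaphorase/resazurin fluorescence.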
# Glioma ERSR ind = inducers of ER stress response in human glioma cells. U87-MG GRP78 promoter luciferase reporter, 16 h. Potency, µM, without a hit: top-dose activation, most hits filed as activators. 0.02% of 420,000 active; also: potency is read from the fitted curve at half-maximal effect; series mostly up to about 76 µM; % of control where 0% means no effect; nearly all actives have a fitted effect of over 35% in size
#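 ERSR induction read as luciferase luminescence (Bright-Glo, 10 min at room temperature) in stably transfected human U87-MG glioma cells exposed to compounds for 16 h, using GRP78 as sensor.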
# Vif-A3F inh = Vif-A3F binding inhibition; AID 602313; Potency, µM (titrated, usually from 46.1 µM), for inactives: at the top dose activity, negative = active; HeLa A3F-eYFP + Vif (tagged APOBEC3F with the HIV-1 protein that degrades it), YFP fluorescence increase; 0.2% of 390,000 active; also: potency is read from the fitted curve at half-maximal effect; % of control where 0% means no effect; nearly all actives have a fitted effect of over 65% in size
#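 HeLa cells stably expressing Vif plus C-terminally eYFP-tagged A3F were seeded, incubated overnight at 37 deg C, dosed with compound, incubated overnight again at 37 deg C. Yellow fluorescence (Ex 488/Em 500-530) reported blocked Vif-mediated A3F-eYFP degradation.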
# TrxR1 substrate = substrates of rat thioredoxin reductase 1; O89049; purified TrxR1 substrate turnover, NADPH consumption readout; Potency, µM (series often up to 114 µM), without a hit: at the top dose activity change, negative = substrate turnover; 0.01% of 390,000 active; also: potency is read from the fitted curve at half-maximal effect; % is scaled to controls: 0 for no effect and ±100 for the full control effect; nearly all actives have a fitted effect of over 50% in size
#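 Rat TrxR1, dispensed at 90 nM, was prereduced with 400 uM NADPH (final) for 5 min at ~22 deg C, then incubated with compound 15 min before 400 uM selenite. A first-read NADPH fluorescence drop versus no-compound background flagged substrates.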
# USP1-UAF1 inh = inhibitors of human USP1/UAF1 deubiquitinase; O94782; recombinant USP1/UAF1, Ub-Rhodamine cleavage fluorescence; Potency, µM (titrated, usually from 57.1 µM), for the others: at the highest dose activity change, negative = inhibition, hits mostly inhibitors; 0.23% of 390,000 active; AID 743255; also: potency is read from the fitted curve at half-maximal effect; % is scaled to controls: 0 for no effect and ±100 for the full control effect; nearly all actives have a fitted effect of over 60% in size; inactives centre near -12
#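 High-throughput fluorogenic screen: 1nM USP1/UAF1 complex, Ub-Rho substrate 150nM final, 50mM HEPES pH 7.8 with 0.5mM EDTA, 0.1 mg/ml BSA, 1mM TCEP and 0.01% Tween-20.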
# RGS4 inhibitor = inhibitors of human regulator of G protein signaling 4; Transcreener GDP fluorescence polarization, RGS4-accelerated GTP hydrolysis; Potency, µM (titrated, usually from 114 µM), inactives show top-dose activity change, negative = inhibition, hits mostly inhibitors; 0.039% of 390,000 active; AID 504845; also: potency is read from the fitted curve at half-maximal effect; % is scaled to controls: 0 for no effect and ±100 for the full control effect; nearly all actives have a fitted effect of over 75% in size; some results filed as inactive show a strong effect at the top dose
# Target sequence (P49798 whole entry, looked up): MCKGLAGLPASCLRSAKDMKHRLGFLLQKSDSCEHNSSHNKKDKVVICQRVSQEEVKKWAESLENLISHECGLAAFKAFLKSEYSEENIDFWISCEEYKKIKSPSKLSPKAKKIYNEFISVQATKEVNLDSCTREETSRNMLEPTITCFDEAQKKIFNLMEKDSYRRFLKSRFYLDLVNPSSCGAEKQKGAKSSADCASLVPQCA
#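 MLSMR compounds (23 nl, pin-transferred) preincubated 10 min at room temperature with a 500nM (2x) first reagent, then RGS4 at 900nM (2x) plus Transcreener GDP mix added; fluorescence polarization (620/688 nm) read before and after 90 min at 30 °C.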
# * hit, by the source's call; ? = inconclusive; . = not tested or not shown; & = joins results of further samples; [ ] = remark or other dose. Unless noted, calls follow the shape of the dose curve; as a rule, active = well fitted curve in the direction sought with a large enough effect; inconclusive = small, poorly fitted or top-dose-only effect, or another doubt; inactive = no such curve, though single readings can be large; an effect the other way counts as inactive or inconclusive. The list is partial; the hit share may differ from the screen's.
compound | LDHA block | mIDH1 inhibitor | USP1-UAF1 inh | TrxR1 substrate | TrxR1 inh | RGS4 inhibitor | Glioma ERSR ind | Vif-APOBEC3G blk | Vif-A3F inh
COc1ccc(N2CCN(C(=O)c3ccc(CNS(=O)(=O)c4ccc(C)cc4)cc3)CC2)cc1 | -1 | -2% | -28% | 0% | 14% | -11% | 0% | 7% | 7%
CC(C(=O)Nc1ccc(C(=O)O)c(O)c1)N1C(=O)/C(=C\c2ccco2)SC1=S (stereo not drawn) | 1 | 0% | ? | -1% | 26% | ? | -5% | 5% | -3%
Cn1c(N)c(C(=O)COC(=O)c2ccccc2C(=O)c2ccc(Cl)c([N+](=O)[O-])c2)c(=O)n(C)c1=O | -2 | 3% | -14% | 1% | -30% | -32% | -14% | -24% | 5%
Cc1cnnc2c1-c1no[n+]([O-])c1CC2 | -6 | 2% | 2% | 11% | 20% | 15% | 2% | -2% | 0%
Cc1ccc(NC(=O)CC2Oc3ccc(C)cc3NC2=O)cc1 (stereo not drawn) | -11 | -3% | -3% | 5%[57.1 µM] | 18%[57.1 µM] | -22% | -3% | 1% | 2%
Cc1cc(Nc2ccccc2C(=O)O)n2ncnc2n1 | -5 | 0% | 1% | . | . | . | -1% | 0% | 2%
CN(C(=O)c1cc2n(n1)C(C(F)(F)F)CC(c1ccco1)N2)c1ccc(OC(F)(F)F)cc1 (stereo not drawn) | -7 | 3% | -10% | -7% | 1% | 18% | -9% | 0% | -1%
CC(C)CC(CO)N1CCN(C(=O)c2cccc(C(F)(F)F)c2)CCC1=O (stereo not drawn) | 0 | 16% | -26% | 8% | 17% | -8% | -3% | 0% | 2%
CC1O[C@@H](O[C@H](C)CC[C@@H](C)O[C@H]2OC(C)[C@@H](O)C[C@H]2O)C(O)C[C@H]1O (stereo partly drawn) | -13 | 12% | -26% | 5% | 9% | 7% | -5% | 2% | -6%
CCC(=O)N1c2ccc(S(=O)(=O)N(CCO)Cc3ccccc3)cc2CC1C (stereo not drawn) | -4 | 1% | -13% | 1% | 3% | 5% | -5% | 3% | -6%
CCCCNC(=O)CSc1nc2ccccc2n1S(=O)(=O)c1ccc(Cl)cc1 | -5 | 3% | -14% | 3% | 3% | 5% | -2% | 1% | -3%
CN(C)c1ccc(S(=O)(=O)NCC(=O)OCC(=O)c2ccc[nH]2)cc1[N+](=O)[O-] | -2 | -1% | -16% | 1% | 5% | 8% | -2% | 1% | 10%
C/C(=N\NS(=O)(=O)c1ccccc1)c1cc(Cl)cc(Cl)c1O | -6 | -3% | -9% | 1% | 18% | 6% | -4% | -7% | 12%
Cc1c(NC(=O)Cc2ccccc2)cccc1C(=O)NN1C(=O)c2ccccc2C1=O | -9 | -3% | -1% | -7% | -7% | 34% | -2% | -1% | -11%
CCOc1ccccc1OCC(=O)Nc1cc(S(=O)(=O)N2CCCCC2)ccc1N1CCN(CC)CC1 | -13 | 1% | -10% | -1% | 8% | -17% | -6% | -1% | -23%
COc1ccccc1CN(Cc1nc2ccccc2c(=O)[nH]1)C(=O)Nc1ccc(C)cc1 | 4 | 2% | -8% | 3% | 27% | -9% | 6% | 1% | 1%
CCOc1ccc(N2CC(C(=O)NCc3ccco3)CC2=O)cc1 (stereo not drawn) | -2 | 9% | -16% | 4% | 3% | -18% | -7% | 0% | 9%
Clc1ccc(Nc2ccc(NCc3ccccc3)nn2)cc1 | -20 | 2% | -27% | -2% | 3% | 1% | 11% | -15% | -4%
CC(=O)c1cc(NC(=O)c2ccc(Cl)cc2)c(=O)oc1/C=C/N(C)C | 2 | 3% | -12% | -16% | ? | -10% | -4% | ? | ?
Cc1cc(Br)cn2cc(C(=O)O)nc12 | -4 | 0% | -9% | -6%[57.1 µM] | -7%[57.1 µM] | 27% | 0% | 1% | -6%
COc1ccc(-c2noc(-c3ccc(NCC4CCCO4)c([N+](=O)[O-])c3)n2)cc1OC (stereo not drawn) | -7 | 12% | -25% | 2% | 9% | 16% | -1% | 3% | -1%
Cc1ccc(C(=O)NC(Cc2ccccc2C(F)(F)F)C(=O)O)cc1 (stereo not drawn) | -8 | 2% | -20% | 10% | 24% | 7% | -4% | 0% | -1%
COc1cc(COc2ccc3c(C)c(Cc4ccccc4)c(=O)oc3c2)cc(OC)c1OC | -7 | 0% | -15% | 137%[activator] | 78%[activator] | -16% | 2% | 0% | 11%
Nc1cc(-c2ccc(Cl)cc2)nn1S(=O)(=O)c1ccc(Cl)cc1 | -5 | -6% | ? | -5% | 4% | -2% | -6% | -10% | -12%
Cn1c(SCC(=O)NCCN2C(=O)CSC2=O)nnc1-c1ccccc1 | -2 | 6% | -12% | 6% | 30% | -17% | -4% | 1% | 2%
Cc1oc(-c2ccc(Cl)cc2)nc1CSc1nc2ncccc2[nH]1 | -2&-6 | -4% | 7% | -5% | 12% | -24% | -2% | 5% | -14%
COc1cc(C=NNc2ccccc2)ccc1OC(=O)c1ccccc1 | 3 | 3% | -22% | . | . | . | 0% | ? | -9%
O=C(NCCN1CCCC1)c1ccc2c(c1)N(Cc1cccc(Cl)c1)C(=O)c1ccccc1S2(=O)=O | -9 | -20% | -11% | 0% | 7% | -26% | -5% | 6% | 3%
Cc1ccc2c(CC(=O)NCc3ccc4c(c3)OCO4)coc2c1 | -1 | 2% | 4% | -1% | 10% | 51% | -2% | -3% | -6%
Cc1ccccc1NC(=S)N1CCN(c2ccccc2Cl)CC1 | -1 | 3% | -16% | 4%[57.1 µM] | 3%[57.1 µM] | -8% | -2% | 0% | 12%
C=CC[C@@H](CC(=O)N(CCO)Cc1ccccc1)C(=O)N[C@@H](C)COC(=O)[C@@H](CC=C)CC(=O)OC(C)(C)C | 4 | 15% | -21% | 11% | 11% | 4% | -2% | -5% | -11%
CCOC(=O)C1(Cc2ccccc2)CCN(Cc2csc(C(C)=O)c2)CC1 | -2 | 3% | -9% | 2%[57.1 µM] | 11%[57.1 µM] | -21% | -7% | 0% | 2%
COc1ccc(-c2ccc(SCC(=O)Nc3nnc(C)s3)nn2)cc1 | -3 | 4% | -17% | -4%[0.0914 µM] | -1%[57.1 µM] | -9% | -2% | 0% | -1%
C/C(=N\NC(=O)CNC(=O)c1ccncc1)c1ccc(C)cc1 | -12 | 3% | -21% | 7% | 16%[57.1 µM] | 38% | -1% | 3% | 12%
Nc1ccc(N2CCCCC2)cc1N1CCCCC1 | 26 | 7% | -12% | 8%[57.1 µM] | ? | ? | -1% | -18% | ?
Cc1ccnc(NC(=O)CCC(=O)N(CC(=O)NCc2ccc(F)cc2)Cc2ccco2)c1 | 1 | 9% | -20% | -14%[57.1 µM] | 30%[57.1 µM] | -3% | -8% | 0% | -6%
CC(=O)CCC(=O)N1CCC(n2nccc2NC(=O)c2ccccc2C)CC1 | -4 | -5% | 6% | -2% | 0% | -25% | -2% | -4% | -5%
CC(=O)Nc1ccc(N2CCOCC2)c(S(=O)(=O)Nc2ccccc2Cl)c1 | -5 | -4% | -26% | . | . | . | 2% | -7% | -10%
Cn1c(CCN2CCCCC2)nc2cc(NS(=O)(=O)c3ccc(Cl)cc3)ccc21 | -11&-8 | 9% | 2% | -4% | -5% | -5% | -9% | -20% | 6%
Cc1cc(C)c(NC(=O)CSc2nc(=O)[nH]c3c2CCCC3)c(C)c1 | -3 | 20% | ? | -1%[57.1 µM] | 14%[57.1 µM] | -2% | 1% | 1% | -2%
COc1ccc(CCN(Cc2cc3ccc(C)cc3n3nnnc23)C(C)=O)cc1OC | 7 | 7% | -8% | -16%[57.1 µM] | 20%[57.1 µM] | ? | 5% | 3% | -9%
COc1cc2cc(Br)cc(Br)c2nc1C | 0 | 7% | -11% | -11% | -11% | -41% | -4% | -4% | 4%
Cc1ccc(S(=O)Cc2nc(-c3ccc(C(=O)NCc4cccc(C)c4)cc3)oc2C)cc1 (stereo not drawn) | 1 | 0% | -33% | -1% | -12% | 0% | -3% | -1% | 1%
CCOc1cc(C(=O)NCCc2sc(-c3ccc(F)cc3)nc2C)cc(OCC)c1OCC | 1 | -12% | ? | -1%[57.1 µM] | -6%[57.1 µM] | 12% | -4% | -1% | -2%
O=C(COc1ccc(F)cc1Br)Nc1ccccc1N1CCOCC1 | 5 | 7% | -19% | 1% | 9% | -19% | -3% | -3% | 7%
Cc1ccc(NC(=O)c2c(N3CCCC3=O)c3cc(C)ccc3n2C)c(C)c1 | 2 | 1% | ? | 1% | 20% | -10% | -4% | -1% | -5%
O=C(C1CCCN(S(=O)(=O)c2cccc3nsnc23)C1)N1CCN(c2ccccc2)CC1 (stereo not drawn) | 0 | -3% | -4% | -7% | 12% | 14% | -4% | -3% | -11%
CC(=O)n1c2ccccc2c2c1c1ccccc1n2C | -3 | 6% | -15% | 49%[activator][57.1 µM] | 40%[activator][57.1 µM] | -14% | 7% | 0% | -5%
O=C(NNC(=O)c1ccc(Br)s1)c1csc(N2CCOCC2)n1 | -5 | 1% | -25% | 5% | 29% | ? | -3% | 1% | -10%
CCOc1cc(/C=N/n2c(C)nnc2C)ccc1O | -1 | -7% | -10% | -9% | 2% | -10% | -3% | -2% | 2%
